Source: PubChem (several laboratories)
Mdm2 ligase inh: Mdm2 E3 ligase (human) inhibition. actives 0.11% (n = 210,000). Q00987. AID 1230. signal enhancement, % at 5 µM. cell-based MDM2 ubiquitination luciferase reporter, 2 h; 0 = plate control, 100 = twice control, blank-subtracted;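 active means signal enhancement of 30% or more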;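 further: luminescence tracks abundance of the self-degrading MDM2-luciferase fusion protein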
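Test system: mammalian cells stably expressing self-ubiquitinating, self-degrading MDM2 E3–luciferase fusion; Amount: 2000 cells in each well; Medium: DMEM; Schedule: 4 h settle plus 2 h compound, 37 °C; Technique: SteadyLite luciferase luminescence after 15 min room-temperature reagent incubation; Benchmarks: plate control and blank wells.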
Runt-CBFb FRET: blocks binding of human RUNX1 Runt domain to CBFb. Q01196+Q13951. inhibition, % at 20 µM. Cerulean-Runt/Venus-CBFb FRET ratio 530/480, 1 h. actives 0.46% (n = 220,000);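 active means inhibition over about 50% at 20 µM in the single-dose screen, limit read from the data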;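 further: 0% = DMSO wells and 100% = excess unlabeled CBFb competitor control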
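Doses: 20 µM compound in 1% DMSO | Material: Cerulean-labeled Runt domain protein | Amount: Each fluorescent fusion protein 100 nM | Schedule: Two 1 h room-temperature incubations shielded from light | Measured by: FRET fluorescence | Evaluation: Loss of energy transfer signal | Controls: Unlabeled CBFb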
NPY1 pot ag: human NPY-Y1 potentiation or agonism, primary screen | P25929 | NPY-Y1 expressing cells, potentiator/agonist activation | activation, % at 3.6 µM | actives 0.37% (n = 220,000) | AID 1304; in the data active means activation above about 33%, passing the limit was not always enough;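 further: cells stimulated with NPY at EC10 then isoproterenol at EC100; 0% = low agonist plus stimulus and 100% = saturating agonist plus stimulus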
p97 inhibitor: blocks human p97 ATPase activity; inhibition, % at 8 µM; actives 0.42% (n = 220,000); recombinant p97 ATPase, Kinase-Glo ATP luminescence, 3 h; AID 1481; in the data active means inhibition above about 15%;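 further: 0% = DMSO vehicle and 100% = wells lacking enzyme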
Target sequence (P55072 whole entry, looked up): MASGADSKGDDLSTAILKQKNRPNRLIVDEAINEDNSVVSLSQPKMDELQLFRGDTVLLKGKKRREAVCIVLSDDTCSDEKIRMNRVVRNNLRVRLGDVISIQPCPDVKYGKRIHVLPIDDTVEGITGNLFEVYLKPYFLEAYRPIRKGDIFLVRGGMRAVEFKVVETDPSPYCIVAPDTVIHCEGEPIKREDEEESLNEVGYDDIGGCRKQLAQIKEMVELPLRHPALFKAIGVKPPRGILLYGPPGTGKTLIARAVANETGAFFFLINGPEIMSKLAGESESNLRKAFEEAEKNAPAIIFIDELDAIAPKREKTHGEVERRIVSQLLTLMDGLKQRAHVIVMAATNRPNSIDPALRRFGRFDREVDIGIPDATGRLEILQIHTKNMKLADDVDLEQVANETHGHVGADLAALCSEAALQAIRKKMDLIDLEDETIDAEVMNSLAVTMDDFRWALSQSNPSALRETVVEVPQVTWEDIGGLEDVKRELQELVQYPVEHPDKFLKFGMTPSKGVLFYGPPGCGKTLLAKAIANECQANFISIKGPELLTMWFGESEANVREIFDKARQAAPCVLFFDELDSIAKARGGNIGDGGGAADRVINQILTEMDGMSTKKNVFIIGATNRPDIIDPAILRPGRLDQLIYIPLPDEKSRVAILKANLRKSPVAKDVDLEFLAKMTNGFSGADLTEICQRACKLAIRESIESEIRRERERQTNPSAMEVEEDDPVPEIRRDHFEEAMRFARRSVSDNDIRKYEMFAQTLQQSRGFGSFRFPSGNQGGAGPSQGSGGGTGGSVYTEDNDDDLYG
Hck Nef HTS: blocks Nef-activated human Hck kinase. P08631. Recombinant Hck-YEEI plus Nef, Z-Lyte FRET kinase assay. inhibition, % at 20 µM. actives 0.68% (n = 220,000). AID 463187;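 active means Hck-Nef kinase inhibition above about 50%, limit read from the data; inactive means inhibition below that limit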;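 further: 0% = DMSO with Hck plus Nef and 100% = Hck alone without Nef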
Runt-SMMHC FRET: blocks binding of human RUNX1 Runt domain to CBFb-SMMHC | Q01196+Q13951 | actives 0.74% (n = 220,000) | Cerulean-Runt/Venus-CBFb-SMMHC FRET ratio 530/480, 1 h | inhibition, % at 20 µM;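 active means mean inhibition across duplicate retests at 20 µM reaching about 50%, limit read from the data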;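 further: 0% = DMSO wells and 100% = wells with excess untagged CBFb-SMMHC; inhibitors lower the FRET ratio by blocking Runt binding to CBFb-SMMHC; some results filed as inactive read as strong as hits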
RBBP9 inhibitor: blocks human serine hydrolase RBBP9 | O75884 | recombinant RBBP9, FP-Rh probe fluorescence polarization | inhibition, % at 7.94 µM | actives 0.2% (n = 220,000) | AID 1515;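 active means inhibition above the campaign mean of all tested compounds plus 3 SD, cut at about 14% in these data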;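 further: plate controls were DMSO wells with RBBP9 for no effect and wells lacking RBBP9 protein for full effect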
Target sequence (O75884 whole entry, looked up): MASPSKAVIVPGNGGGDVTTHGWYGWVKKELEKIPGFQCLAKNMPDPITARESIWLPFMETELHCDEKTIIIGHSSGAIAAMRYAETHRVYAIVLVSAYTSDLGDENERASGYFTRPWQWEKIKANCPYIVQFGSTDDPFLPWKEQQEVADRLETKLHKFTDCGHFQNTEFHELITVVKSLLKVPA
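Material: RBBP9 protein. Amount: RBBP9 at 2.5 µM in dispensed solution, before mixing. Schedule: 30 min then 45 min, 25 °C. Medium: Tris buffer pH 8.0, NaCl, Pluronic. Measured by: fluorescence polarization. Measure: percent inhibition from mP, scaled between DMSO and no-protein wells. Replication: one well per compound.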
NPY Y1 blocker: antagonists of human neuropeptide Y receptor Y1; P25929; HEK293-CNG Y1 cells, membrane potential fluorescence; NPY at EC95, then isoproterenol; inhibition, % at 3.6 µM; actives 1% (n = 200,000); AID 1040;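 active means inhibition above the campaign mean inhibition of all tested compounds plus 3 SD, cut at about 20% in these data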;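 further: 0% = DMSO wells given NPY plus isoproterenol and 100% = isoproterenol alone without NPY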
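Material: HEK293 Y1/CNG channel cell line | Also added: NPY (25 nM), isoproterenol (1 µM), Ro 20-1724 (25 µM) | Compound: One concentration, 3.6 µM, in 0.4% DMSO | Schedule: 3 h dye uptake, 1 h room-temperature compound, 45 min post-isoproterenol | Signal: Membrane-potential fluorescent dye readout | Read-out: % inhibition of NPY effect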
NPY-Y2 PAM-ag: potentiates or activates human NPY-Y2 receptor | P49146 | activation, % at 3.6 µM | cells expressing NPY-Y2, potentiator/agonist read-out | actives 0.45% (n = 220,000) | AID 1359; in the data active means activation above about 27%;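 further: cells stimulated with NPY near EC25 plus isoproterenol at EC100; 0% = vehicle plus submaximal agonist and 100% = vehicle plus saturating agonist; some results beyond the cut were filed as inactive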
* hit, by the source's call; nt = not tested or not shown. Not a hit list; about 3.5% have a hit in one of these screens.

item | Molecule | Mdm2 ligase inh | Runt-CBFb FRET | NPY1 pot ag | p97 inhibitor | Hck Nef HTS | Runt-SMMHC FRET | RBBP9 inhibitor | NPY Y1 blocker | NPY-Y2 PAM-ag
1 | CCCCOC(=O)Nc1nnc(-c2ccccc2OC)s1 | -14 | 0 | -15 | -1 | 3 | 3 | -3 | 12 | 1
2 | NCCCC[C@H]1NC(=O)[C@H](CCC(=O)O)NC(=O)c2cc([N+](=O)[O-])cc(I)c2OCC[C@@H](C(N)=O)NC1=O | nt | 0 | -16 | 7 | -2 | 1 | 2 | 2 | 5
3 | O=C(COC(=O)c1cccc([N+](=O)[O-])c1)NCc1ccc2c(c1)OCO2 | -10 | 0 | -21 | -4 | 1 | -1 | -6 | 3 | -13
4 | Cn1ncc2c(NNC(=O)C3CCCCC3)ncnc21 | -11 | -2 | 14 | 3 | 33 | -1 | -6 | -6 | 10
5 | O=C(Nc1nc2ccccc2s1)c1cccc(S(=O)(=O)N2CCc3ccccc32)c1 | nt | 2 | -5 | -5 | 0 | 3 | -56 | nt | 8
6 | NC(=O)c1c(NC(=O)CSc2nnc(-c3ccccc3)n2CC2CCCO2)sc2c1CCC2 (stereo unspecified) | -12 | 2 | 9 | 9 | 1 | 1 | -3 | 10 | 26
7 | Oc1c(CN2CCOCC2)cc(-c2ccccc2)cc1CN1CCOCC1 | -7 | -2 | -19 | 1 | 2 | 0 | -7 | 1 | 3
8 | COc1ccc(CC(=O)N2N=C(c3ccncc3)CC2(O)C(F)(F)F)cc1 (stereo unspecified) | 0 | -1 | 7 | 1 | -2 | -4 | 8 | -1 | 3
9 | CCOC(=O)c1ccc(N=c2ssnc2Cl)cc1 | -19 | 23 | -11 | -4 | 19 | 30 | -7 | 7 | 8
10 | Cc1ccc2c(CSc3nncn3C)cc(=O)oc2c1C | 0 | 0 | 12 | 4 | 15 | 0 | 2 | 1 | 7
11 | COc1ccc2c(c1)oc(=O)c1ccccc12 | 2 | -1 | -8 | 4 | 17 | -5 | -2 | 0 | -9
12 | CCn1c(=NC(=O)CSCC(=O)Nc2nccs2)sc2ccccc21 | -20 | 1 | 9 | 3 | 6 | -1 | 0 | 1 | -5
13 | O=C(NC12CC3CC(CC(C3)C1)C2)N1CC2Cc3cccc(=O)n3C(C2)C1 (stereo unspecified) | -17 | 0 | 15 | 2 | 0 | -2 | -4 | -8 | 7
14 | Cc1ccccc1C(=O)N1CCN(c2ccc(NC(=O)c3ccc4c(c3)OCO4)cc2)CC1 | -8 | 2 | 45* | 0 | 23 | 2 | -13 | -7 | 56*
15 | CCCCn1c(SCC(=O)c2ccc3c(c2)OCCO3)nnc1-c1ccoc1C | -23 | -9 | 11 | 5 | 0 | 2 | -10 | 3 | 14
16 | Cc1ccc(C)n1-c1nn(S(=O)(=O)c2cccc(C(F)(F)F)c2)c2cccc(F)c12 | -16 | 3 | 15 | 6 | 11 | -5 | 3 | nt | 13
17 | CN(Cc1ccon1)C(=O)CC1C(=O)NCCN1Cc1cccc(Oc2ccccc2)c1 (stereo unspecified) | 14 | -1 | 4 | 5 | 22 | 4 | -1 | 3 | 1
18 | COc1ccc(NC(=O)C2=C(C)Nc3nc(CCCO)nn3C2c2ccc(OC)c(OC)c2)cc1 (stereo unspecified) | -11 | 2 | 11 | 0 | 3 | -4 | -4 | 3 | 5
19 | Cc1ccc(CN2CCN(Cc3cccc(OCCO)c3)CC2CCO)o1 (stereo unspecified) | -5 | nt | -14 | -4 | 12 | nt | -8 | 0 | 0
20 | COc1ccc(-c2nnc(SCC(=O)c3ccc4c(c3)OCCO4)o2)cc1 | nt | nt | 12 | 1 | 5 | nt | 0 | -5 | 3
21 | O=C(Nc1ccc(Cl)cn1)C1CCCN1S(=O)(=O)c1cccc2ccccc12 (stereo unspecified) | -32 | 0 | 1 | 1 | 1 | -1 | -8 | 8 | 0
22 | CCCC(=O)Nc1ccc(C(=O)NCc2ccccn2)cc1 | -2 | 1 | -9 | 1 | 5 | 0 | -8 | -2 | -4
23 | O=C(COC(=O)Cc1cccc(C(F)(F)F)c1)Nc1ccccc1 | -17 | -2 | 19 | 0 | 0 | 0 | -8 | 6 | -1
24 | CCCc1ccc(OC(=O)c2cccs2)cc1 | -16 | 0 | 6 | 0 | -1 | -8 | -2 | 8 | -5
25 | O=C(c1ccc([N+](=O)[O-])o1)N1CCOCC1 | -13 | 1 | -9 | 3 | 19 | 1 | -7 | 1 | -2
26 | C=CCN1C(c2ccc(OCC)cc2)=CS/C1=C(\C#N)c1nnc2n1CCCCC2 | -11 | -3 | -2 | -1 | 1 | -3 | -5 | -8 | 1
27 | C[C@]12CS(=O)(=O)C[C@H]1SC(=S)N2c1ccccc1 | -102 | 1 | 13 | 2 | -1 | -7 | -5 | nt | -18
28 | COC(CSc1ncnc2c1oc1nc3c(cc12)COC(C)(C)C3)OC | 1 | -1 | 11 | 7 | 3 | 0 | -8 | nt | 15
29 | O=C(c1ccco1)N1CCN(C(=O)C2CCN(S(=O)(=O)c3cccc4nsnc34)CC2)CC1 | nt | nt | -14 | -2 | 0 | nt | 1 | 1 | -17
30 | Cc1ccc(-c2nn3c(C)nnc3s2)cc1NC(=O)COc1ccc(Cl)cc1 | -73 | -7 | -11 | -4 | 0 | -4 | -5 | 1 | -1
31 | O=C(CSc1ncn(-c2ccccc2)n1)Nc1ccc2c(c1)OCCO2 | -3 | -4 | -24 | 1 | -12 | -1 | -5 | 5 | -3
32 | Cc1cnc(NC(=O)Cn2cnc3c2c(=O)n(C)c(=O)n3C)s1 | -13 | 2 | 10 | 7 | 9 | 3 | -4 | nt | 7
33 | COc1cccc(N(CC(=O)NCc2ccco2)C(=O)CCC(=O)Nc2nccs2)c1 | nt | -1 | 2 | 5 | 23 | 0 | -5 | nt | -3
34 | CCCc1cc(=O)oc2cc(OCC(=O)OC)cc(OCC(=O)OC)c12 | 2 | -2 | 9 | 1 | 0 | -1 | -1 | -2 | -17
35 | CSc1nccc(-c2sc(SC)c(C#N)c2-c2ccccc2)n1 | -13 | 2 | -48 | -8 | -11 | 2 | -4 | nt | -7
36 | CC(C)C(C(=O)Nc1ccc2c(c1)OCCOCCOCCOCCO2)N1C(=O)c2ccccc2C1=O (stereo unspecified) | -6 | -1 | 6 | -1 | 27 | 1 | 1 | 4 | 10
37 | Cc1noc2ncnc(Oc3ccccc3)c12 | -2 | 0 | -12 | 1 | 1 | 2 | -2 | -3 | -3
38 | Cc1ccccc1CC(=O)c1ccc(O)c(C)c1O | -7 | -1 | -10 | 0 | -1 | -1 | -7 | -6 | -3
39 | N#C/C(=C\Nc1ccccc1O)c1nc2ccccc2o1 | -3 | -7 | 15 | 4 | 3 | -18 | -15 | 2 | 31*
40 | CN(C)/C=C(\C(=O)c1ccccc1)c1nnnn1-c1ccc(F)cc1 | -6 | 1 | -13 | 9 | 15 | 2 | -7 | nt | 2
41 | CC(=O)c1cccc(NC(=O)Nc2cnn(Cc3ccc(F)cc3)c2)c1 | -3 | -2 | 13 | 3 | 3 | -5 | 3 | -5 | 8
42 | O=C(CNc1cccc2ccccc12)N/N=C/c1ccccn1 | -8 | 5 | -13 | 0 | 20 | -2 | -4 | nt | -3
43 | CC/C(C)=N/NS(=O)(=O)c1ccc(C)c([N+](=O)[O-])c1 | nt | 0 | -13 | 4 | 7 | 0 | -4 | nt | -8
44 | Cc1oc(-c2cccs2)nc1CN1CCC(c2ccccc2)CC1 | -16 | 0 | -16 | -1 | 2 | 4 | -1 | 3 | -21
45 | c1ccc(CCc2nn3c(Cn4cnc5ccccc54)nnc3s2)cc1 | -26 | 11 | -39 | -8 | -12 | -2 | 1 | 11 | -18
46 | O=C(O)[C@H]1CCCC[C@H]1C(=O)NCCc1ccccc1 | -2 | 0 | -11 | 1 | -2 | 20 | 2 | 0 | 2
47 | O=C(CN(Cc1ccc(F)cc1)C(=O)c1ccco1)NCc1ccc(F)cc1 | -4 | 0 | 2 | -5 | -1 | 1 | 0 | 7 | -6

Nos. 41 to 47 from above:
item | Molecule | Mdm2 ligase inh | Runt-CBFb FRET | NPY1 pot ag | p97 inhibitor | Hck Nef HTS | Runt-SMMHC FRET | RBBP9 inhibitor | NPY Y1 blocker | NPY-Y2 PAM-ag
41 | CC(=O)c1cccc(NC(=O)Nc2cnn(Cc3ccc(F)cc3)c2)c1 | -3 | -2 | 13 | 3 | 3 | -5 | 3 | -5 | 8
42 | O=C(CNc1cccc2ccccc12)N/N=C/c1ccccn1 | -8 | 5 | -13 | 0 | 20 | -2 | -4 | nt | -3
43 | CC/C(C)=N/NS(=O)(=O)c1ccc(C)c([N+](=O)[O-])c1 | nt | 0 | -13 | 4 | 7 | 0 | -4 | nt | -8
44 | Cc1oc(-c2cccs2)nc1CN1CCC(c2ccccc2)CC1 | -16 | 0 | -16 | -1 | 2 | 4 | -1 | 3 | -21
45 | c1ccc(CCc2nn3c(Cn4cnc5ccccc54)nnc3s2)cc1 | -26 | 11 | -39 | -8 | -12 | -2 | 1 | 11 | -18
46 | O=C(O)[C@H]1CCCC[C@H]1C(=O)NCCc1ccccc1 | -2 | 0 | -11 | 1 | -2 | 20 | 2 | 0 | 2
47 | O=C(CN(Cc1ccc(F)cc1)C(=O)c1ccco1)NCc1ccc(F)cc1 | -4 | 0 | 2 | -5 | -1 | 1 | 0 | 7 | -6

An excerpt of these results, with the structure last.
item	Mdm2 ligase inh	Runt-CBFb FRET	NPY1 pot ag	p97 inhibitor	Hck Nef HTS	Runt-SMMHC FRET	RBBP9 inhibitor	NPY Y1 blocker	NPY-Y2 PAM-ag	compound
46	-2	0	-11	1	-2	20	2	0	2	O=C(O)[C@H]1CCCC[C@H]1C(=O)NCCc1ccccc1
40	-6	1	-13	9	15	2	-7	nt	2	CN(C)/C=C(\C(=O)c1ccccc1)c1nnnn1-c1ccc(F)cc1
38	-7	-1	-10	0	-1	-1	-7	-6	-3	Cc1ccccc1CC(=O)c1ccc(O)c(C)c1O
